ERp5 block = ERp5 (human) disulfide isomerase inhibition. Q15084. ERp5 insulin aggregation, absorbance 650 nm, 90 min. inhibition, % at 9.99 µM. 350,000 compounds, 0.05% hits. AID 651711;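 active = mean replicate inhibition above about 25%, with every replicate also reaching it, limit read from the data, passing the limit was not always enough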
Target sequence (Q15084 whole entry, looked up): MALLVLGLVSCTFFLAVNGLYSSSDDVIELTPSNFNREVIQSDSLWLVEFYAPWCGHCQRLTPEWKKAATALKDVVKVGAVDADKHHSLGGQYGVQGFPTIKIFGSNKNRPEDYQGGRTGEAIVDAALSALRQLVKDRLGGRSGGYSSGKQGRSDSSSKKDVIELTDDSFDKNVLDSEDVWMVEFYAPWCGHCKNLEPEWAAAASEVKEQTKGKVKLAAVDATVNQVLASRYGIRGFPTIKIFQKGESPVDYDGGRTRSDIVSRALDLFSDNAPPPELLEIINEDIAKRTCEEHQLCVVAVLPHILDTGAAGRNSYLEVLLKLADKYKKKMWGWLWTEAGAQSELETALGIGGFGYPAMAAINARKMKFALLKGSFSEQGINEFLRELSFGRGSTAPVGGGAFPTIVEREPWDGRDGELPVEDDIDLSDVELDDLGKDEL
miR122 inh = miR-122 inhibition in Huh7 cells; 340,000 compounds, 0.3% hits; Huh7 miR-122 Renilla luciferase sensor, 48 h; neutral wells = 0, positive control = 100; activation (reporter increase), % at 12.5 µM;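 active = mean replicate activation score at least 90 and every replicate individually at or above 90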;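 note: higher luciferase means less miR-122 activity so hits act as miR-122 inhibitors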
SIRT5 block = blocks human SIRT5 desuccinylation of peptide; Q9NXA8; Purified SirT5, succinyl-peptide AMC, trypsin-coupled fluorescence; inhibition, % at 15 µM; 330,000 compounds, 1.1% hits; in the data active = inhibition above about 15%
Target sequence (Q9NXA8 whole entry, looked up): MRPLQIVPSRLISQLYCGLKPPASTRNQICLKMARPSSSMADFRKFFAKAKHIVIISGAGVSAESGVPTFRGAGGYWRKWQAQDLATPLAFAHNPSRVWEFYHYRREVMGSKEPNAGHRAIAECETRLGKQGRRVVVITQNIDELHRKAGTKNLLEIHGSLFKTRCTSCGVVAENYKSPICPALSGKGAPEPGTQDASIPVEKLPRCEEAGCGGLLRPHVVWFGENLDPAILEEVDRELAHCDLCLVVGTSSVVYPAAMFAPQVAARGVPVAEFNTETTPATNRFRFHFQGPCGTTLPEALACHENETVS
esBAF inh = inhibitors of esBAF chromatin remodeling in mouse ES cells; Bmi1-luciferase knock-in reporter, 24 h; 100% = twice the neutral-well signal; reporter increase, % at 12.5 µM; 350,000 compounds, 2% hits; AID 602393; in the data active = activation above about 40%;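 note: 0% = median of the plate's neutral control wells and 100% = double that signal; a rise in the Bmi1 reporter signal indicates esBAF inhibition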
ARNT TACC3 PPI = ARNT/TACC3 interaction disruption; Q9Y6A5; AlphaScreen His-ARNT PAS-B/GST-TACC3 binding, luminescence; TACC3 fragment carries E629A point mutation; inhibition, % at 9.99 µM; 390,000 compounds, 0.66% hits;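 active = mean inhibition of replicates at least 50% and at least half of replicates each reaching 50%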;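 note: 0% = complete ARNT plus TACC3 wells and 100% = ARNT alone without TACC3; many hits fall short of the cut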
Statin myotox sup = suppressors of simvastatin-induced myotoxicity in C2C12 myotubes | rescue of ATP level, % at 7.49 µM | ATP luminescence, 48 h; scaled: DMSO 0, geranylgeraniol control 100 | AID 602340 | 330,000 compounds, 0.78% hits;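 active = mean ATP rescue above about 67%, or every replicate alone reaching that limit, limit read from the data, passing the limit was not always enough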;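 note: myotubes were challenged with 10 µM simvastatin during compound exposure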
Cneo AK release = Cryptococcus neoformans lysis via adenylate kinase release. C. neoformans lysis, adenylate kinase release luminescence, 4 h; normalised: neutral wells 0, clomiphene wells 100. lysis activity, % at 15 µM. 360,000 compounds, 0.2% hits. AID 651654;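 active = mean lysis activity across replicates of at least 80%, whatever share of replicates individually reach that level; inactive = mean lysis activity below 80%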
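Schedule: static 4 h at 37 °C with compound, 1 h detection; system: C. neoformans cells; benchmarks: Clomiphene as positive control; buffer or medium: fresh YPD medium; measure: luminescence rise reflecting yeast cell lysis; measured by: luminescent adenylate kinase detection reagent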
Starred values were filed as active, the others as inactive; . = not tested or not shown; & = joins results of further samples; [ ] = dose if it differs, or a comment.

Each structure is followed by: ERp5 block | miR122 inh | SIRT5 block | esBAF inh | ARNT TACC3 PPI | Statin myotox sup | Cneo AK release
- C[C@@H]1CN([C@@H](C)CO)C(=O)Cc2cc(NS(=O)(=O)c3cn(C)cn3)ccc2O[C@H]1CN(C)C(=O)NC1CCCCC1
→ . | 11[16.7 µM] | . | 2 | -1 | 6 | 2
- COc1ccc(NC(=O)Nc2ccc3c(c2)CC(=O)N([C@H](C)CO)C[C@@H](C)[C@H](CN(C)C(=O)Nc2ccccc2)O3)cc1
→ 1&0 | -4[16.7 µM] | -1&-5 | 4&3 | 4&-2 | -8&-1 | 6&-1
- C[C@H]1CN([C@@H](C)CO)C(=O)c2cc(NC(=O)Nc3ccc(C(F)(F)F)cc3)ccc2O[C@@H]1CN(C)Cc1ccccc1
→ -4 | 0[16.7 µM] | 0 | 4 | -7 | -10 | -4
- Cn1c(-c2ccccc2)cnc1SCC(=O)N1CCCc2ccccc21
→ -3 | -1 | -2 | . | 23 | . | -4
- C[C@@H]1CN([C@H](C)CO)S(=O)(=O)c2ccc(C#CC3CC3)cc2O[C@H]1CN(C)C(=O)c1ccccc1
→ -2 | 3[16.7 µM] | 0 | 2 | 24 | -42 | 0
- COc1cccc(OC)c1C(=O)Nc1nnc(-c2ccc(F)cc2)s1
→ 7 | 5 | -2 | 13 | -1 | -7 | -2
- Cn1c(CN2CCCC2)nc2cc(NC(=O)c3ccc(Cl)cc3)ccc21
→ 3 | 5 | -6 | 53* | 3 | -3 | -3
- COc1ccc(NC(=O)Nc2cc(C(C)(C)C)on2)cc1OC
→ -3 | . | 3 | . | 5 | . | -1
- O=C(NC(Cc1ccccc1)C(=O)O)/C(=C\c1ccc(F)cc1)NC(=O)c1ccco1 (stereo unspecified)
→ -2 | -5 | -2 | -2 | 13 | 1 | -3
- Cc1ccc(OCCCC(=O)Nc2ccc(S(=O)(=O)Nc3cc(C)nc(C)n3)cc2)cc1
→ 2 | 26 | . | -1 | 3 | 1 | 0
- Cc1cccc(N(CC(=O)N2CCN(c3ccc(F)cc3)CC2)S(C)(=O)=O)c1C
→ -5 | -4 | . | . | 2 | . | 3
- CCN1CCCC1CNC(=O)CS(=O)(=O)Cc1nc(-c2ccccc2C)oc1C (stereo unspecified)
→ -9 | -4 | 1 | 2 | 4 | -1 | 1
- COc1ccc(/C=C2\CN(Cc3ccccc3)C/C(=C\c3ccc(OC)c(O)c3)C2=O)cc1O
→ 0 | -16 | -3 | -85 | -2 | 99* | 0
- CC1=C(C(=O)OC(C)C)C(c2cccs2)C(C(=O)OC(C)C)=C(C)N1
→ . | -1 | . | -6 | -9 | 3 | -7
- Nc1nc2nc(-c3ccc(Cl)cc3)cc(C(F)(F)F)n2n1
→ -4 | -5 | -3 | . | 7 | . | .
- COC(=O)c1cc(S(=O)(=O)NCc2ccc(S(N)(=O)=O)cc2)oc1C
→ -5 | . | -8 | -3 | -2 | -5 | 1
- O=C(Cc1ccccc1)Nc1scc(-c2ccccc2)c1C(=O)N1CCOCC1
→ . | 10 | . | 3 | -3 | 3 | 0
- COc1cccc(CNC(=O)C[C@@H]2C=C[C@H](NC(=O)C3CCOCC3)[C@@H](CO)O2)c1
→ -1 | . | 1 | 0 | 6 | 7 | 5
- Cc1cc(-c2nnc(CCC(=O)N(C)Cc3cccc4ccccc34)o2)no1
→ -2 | 7 | -2 | 12 | . | 8 | 0
- CSCCC(NC(=O)COc1ccccc1)C(=O)OCc1ccc([N+](=O)[O-])cc1 (stereo unspecified)
→ 8 | -2 | -1 | 2 | 0 | 0 | 0
- Cc1cccc(OCc2nnc(SCC(=O)N3c4ccccc4Sc4ccc(Cl)cc43)o2)c1
→ 9 | . | 0 | . | 1 | . | .
- O=C(c1ccc(N2CCCC2=O)cc1)N1CCN(c2ccccc2O)CC1
→ -7 | . | 1 | 14 | 7 | -3 | 14
- Nc1ncc2c(n1)-c1ccoc1CC2
→ 0 | 2 | -9 | 5 | 4 | -2 | -2
- CN(C)C1(CNC(=O)C2CCN(S(=O)(=O)c3ccccc3C(F)(F)F)CC2)CCCCC1
→ 2 | -1 | -7 | 4 | 2 | -9 | -2
- CC(C)OC1(c2ccccc2)OC(=O)c2ccccc21 (stereo unspecified)
→ -8 | -3 | -2 | 1 | -5 | -19 | -1
- COC(=O)CCC(=O)OC1(C)C(=O)C=C2C=C(C3CC3)N(C(CO)CO)C=C2C1=O (stereo unspecified)
→ 3 | -7 | 0 | -5 | 15 | -1 | 1
- COc1ccccc1CNC(=O)C[C@H]1CC[C@H]2[C@@H](COC[C@@H](O)CN2Cc2ccccc2)O1
→ -1 | 2[16.7 µM] | 13 | -2 | . | -1 | -1
- COc1ccc(NC(=O)N[C@H]2C=C[C@H](CC(=O)NC3CCCCC3)O[C@H]2CO)cc1
→ -2 | . | 2 | 1 | -1 | -2 | 56
- C(=N\NC1=Nc2cccc3cccc1c23)/c1ccccn1
→ -1 | . | -1 | . | 13 | . | .
- C[C@H]1CN([C@@H](C)CO)C(=O)Cc2cc(NC(=O)CCC(F)(F)F)ccc2O[C@H]1CN(C)S(=O)(=O)c1ccc(F)cc1
→ -3&1 | 0[16.7 µM] | -3&-1 | -2&1 | -2&-1 | -55&-17 | 10&4
- CC(=O)Nc1ccccc1OCc1nnc(-c2cccs2)o1
→ . | 1 | . | 18 | -5 | 0 | 2
- CC(=O)N1[C@@H]2c3ccc(-c4ccccc4)c(=O)n3C[C@@H]2[C@@H](CO)[C@@H]1C(=O)N1CCCCC1
→ 3 | . | -15 | 5 | -5 | 1 | -2
- CNc1nc(NCCCN2CCCC2=O)c2sccc2n1
→ 2 | -6 | . | -4 | . | -4 | 0
- O=C(/C=C/c1ccc(Cl)cc1)Nc1nccs1
→ -2 | . | -2 | . | 1 | . | .
- CCOC(=O)C(=O)Nc1ccccc1C(=O)OCC
→ -3 | 3 | -2 | 4 | 1 | 4 | 0
- O=C(O)c1ccc(Cl)c(S(=O)(=O)NC(Cc2c[nH]c3ccccc23)C(=O)O)c1 (stereo unspecified)
→ -3 | 3 | 0 | -1 | -5 | -7 | -2
- Cc1ccc(S(=O)(=O)N(C)C[C@H]2OCCCC[C@@H](C)Oc3ccc(NC(=O)Nc4ccc5c(c4)OCO5)cc3C(=O)N([C@H](C)CO)C[C@@H]2C)cc1
→ 9 | 3[16.7 µM] | 0 | 2 | 9 | . | -3
- COc1ccccc1C#Cc1ccc2c(c1)O[C@H](CN(C)C(C)=O)[C@@H](C)CN([C@@H](C)CO)S2(=O)=O
→ 2 | 52[16.7 µM] | -32 | -1 | -9 | -15 | -11
- O=C(Nc1ccc(Cl)cc1)N[C@@H]1CC[C@H](CCn2cc(C3(O)CCCC3)nn2)O[C@@H]1CO
→ -6 | -13[16.7 µM] | 2 | 2 | 2 | -2 | 0
- COc1ccc(NC(C)=O)cc1S(=O)(=O)N1CCc2ccccc21
→ 0 | 6 | -4 | -4 | -2 | 10 | 0

Grouped by structure: the entries above containing a thiophene ring, fused or not.
Each structure is followed by: ERp5 block | miR122 inh | SIRT5 block | esBAF inh | ARNT TACC3 PPI | Statin myotox sup | Cneo AK release
- CC1=C(C(=O)OC(C)C)C(c2cccs2)C(C(=O)OC(C)C)=C(C)N1
→ . | -1 | . | -6 | -9 | 3 | -7
- O=C(Cc1ccccc1)Nc1scc(-c2ccccc2)c1C(=O)N1CCOCC1
→ . | 10 | . | 3 | -3 | 3 | 0
- CC(=O)Nc1ccccc1OCc1nnc(-c2cccs2)o1
→ . | 1 | . | 18 | -5 | 0 | 2
- CNc1nc(NCCCN2CCCC2=O)c2sccc2n1
→ 2 | -6 | . | -4 | . | -4 | 0

Next section.
Each structure is followed by: ERp5 block | miR122 inh | SIRT5 block | esBAF inh | ARNT TACC3 PPI | Statin myotox sup | Cneo AK release
- O=C(NCC[C@@H]1CC[C@H](NS(=O)(=O)c2cccc(Cl)c2)[C@@H](CO)O1)c1cnccn1
→ -4 | . | 0 | -3 | -14 | 2 | -2
- COc1ccc(Cl)cc1N(CC(=O)N(C)C)S(=O)(=O)c1ccc(C)c([N+](=O)[O-])c1
→ 0 | 101* | -3 | -3 | 16 | 5 | 4
- Cc1noc(C)c1NC(=O)N(C)C[C@@H]1Oc2ccc(N(C)C)cc2C(=O)N([C@@H](C)CO)C[C@@H]1C
→ -1 | -4[16.7 µM] | 2 | 0 | -3 | -8 | -6
- CCC(CC)C(=O)Nc1cccc(C(=O)Nc2ccc(OC)cc2[N+](=O)[O-])c1
→ . | 3 | . | -4 | -1 | . | -2
- C[C@@H]1CN([C@H](C)CO)C(=O)c2cc(NS(=O)(=O)c3cn(C)cn3)ccc2O[C@@H](C)CCCCO[C@H]1CN(C)C(=O)Nc1ccc(C(F)(F)F)cc1
→ -5 | -3[16.7 µM] | -6 | -6 | 7 | . | -1
- C[C@@H]1CN([C@@H](C)CO)C(=O)c2cccc(N(C)C)c2O[C@@H]1CN(C)S(C)(=O)=O
→ -1 | -3[16.7 µM] | 1 | 0 | 0 | 12 | -8
- CCNC(=O)C1CCCN(C(=O)Cc2cccs2)CC1 (stereo unspecified)
→ 0 | 0 | -6 | 13 | . | -1 | -1
- CO[C@H]1CN(C)C(=O)c2cc(NC(C)=O)ccc2OC[C@H](C)N(S(=O)(=O)c2cn(C)cn2)C[C@@H]1C
→ -6 | . | 0 | 3 | 1 | -23 | -2
- NS(=O)(=O)c1cc(C2(O)NC(=O)c3ccccc32)ccc1Cl (stereo unspecified)
→ -4 | -3 | 1 | -3 | 0 | 3 | 1
- Cc1ccccc1-c1cc2nc(NCCN3CCCC3)n(C)c(=O)c2s1
→ 1 | -4 | 2 | 21 | . | 4 | 1
- O=C(c1ccco1)N1CCN(S(=O)(=O)c2ccccc2[N+](=O)[O-])CC1
→ -6 | -4 | -1 | 2 | -3 | 4 | .
- CC(=O)Nc1ccc(NC(=O)C(C)OC(=O)/C=C/c2cnc3ccccc3n2)cc1 (stereo unspecified)
→ -7 | . | -2 | . | 1 | . | .
- CCOC(=O)CC[C@H](NC(=O)Cn1cnc2c(OCc3ccccc3)ncnc21)C(=O)OCC
→ 4 | -4 | -2 | 7 | 0 | 1 | 0
- COc1ccccc1Cn1nnc2c(=O)[nH]c(C3CCN(C(=O)c4ccc(F)cc4)CC3)nc21
→ . | -1 | . | 7 | 5 | 3 | 1
- COCCNC(=O)C[C@H]1C[C@@H]2c3cc(NC(=O)C4CCC4)ccc3O[C@@H]2[C@@H](CO)O1
→ -3 | 3[16.7 µM] | -2 | 0 | -4 | -7 | -15
- CCCC(CCC(=O)OC)(C(=O)OCC)c1csc(N)n1 (stereo unspecified)
→ . | -4 | . | 4 | 0 | -5 | -4
- CCCN(CCC)Cc1c(C(=O)N/N=C/C(C)=C\c2ccco2)nnn1-c1nonc1N
→ 6 | 44 | -1 | -2 | 0 | -2 | 0
- Cc1noc(C)c1CSc1nnc(-c2c[nH]c3ccccc23)n1-c1ccc(Cl)cc1
→ . | 2 | . | 7 | -1 | . | 1
- CCCNC(=O)c1ccc2c(c1)C1C3CCC(C3)C1C(c1ccccc1)N2 (stereo unspecified)
→ . | 7 | . | -6 | 3 | -7 | 0
- Cc1cc2nc(SCCOC(=O)Nc3ccc(Cl)cc3)nc(C)c2cc1C
→ . | 0 | . | -2 | 0 | -11 | .
- COC(=O)C[C@H]1CC[C@@H]2[C@H](COc3ccc(NC(=O)Nc4ccc(C#N)cc4)cc3C(=O)N2C)O1
→ 0 | 12[16.7 µM] | -1 | 6 | -2 | -17 | -6
- N#C[C@H]1[C@H](c2ccc(C#CCC3CCCC3)cc2)[C@@H](CO)N1C(=O)c1ccccn1
→ 1 | . | 2 | -7 | . | 0 | 2
- C[C@@H]1CN([C@H](C)CO)C(=O)c2cc(-c3cncnc3)cnc2O[C@@H]1CN(C)C(=O)Nc1ccc2c(c1)OCO2
→ -1 | 4[16.7 µM] | -3 | -3 | -8 | -1 | 1

Bioassay records as filed in PubChem BioAssay.
